Tb hexokinase = T. brucei hexokinase 1 inhibition. recombinant TbHK1, G6PDH-coupled NADH A340. inhibition, % at 10 µM. hit rate 0.11% among 220,000. AID 1430;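 active means inhibition of 50% or more in the single-dose primary screen; inactive means inhibition below 50%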
RBBP9 inh = human RBBP9 hydrolase inhibition | recombinant RBBP9, FP-Rh probe fluorescence polarization | inhibition, % at 7.94 µM | hit rate 0.2% among 220,000;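 active means inhibition above the campaign mean of all tested compounds plus 3 SD, cut at about 14% in these data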;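 further: plate controls were DMSO wells with RBBP9 for no effect and wells lacking RBBP9 protein for full effect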
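system = RBBP9 protein | input = RBBP9 at 2.5 µM in dispensed solution, before mixing | measured by = fluorescence polarization (mP), excitation 525 nm, emission 598 nm | incubation = enzyme-compound preincubation 30 min, then probe labeling 45 min, 25 °C | buffer or medium = Tris-NaCl-Pluronic buffer, pH 8.0 | compound = single dose 7.94 µM | also added = FP-Rh probe, 375 nM dispensing solution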
m-calpain inh = calpain II (pig) inhibition; purified calpain II, fluorogenic peptide substrate, 30 min; inhibition, % at 16 µM; hit rate 0.37% among 220,000;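 active means inhibition above about 50%, limit read from the data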
Runt-SMMHC FRET = blocks binding of human RUNX1 Runt domain to CBFb-SMMHC. Q01196+Q13951. Cerulean-Runt/Venus-CBFb-SMMHC FRET ratio 530/480, 1 h. inhibition, % at 20 µM. hit rate 0.74% among 220,000. AID 1434;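 active means mean inhibition across duplicate retests at 20 µM reaching about 50%, limit read from the data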;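 further: 0% = DMSO wells and 100% = wells with excess untagged CBFb-SMMHC; inhibitors lower the FRET ratio by blocking Runt binding to CBFb-SMMHC; some results filed as inactive read as strong as hits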
Runt-CBFb FRET = Runt domain-CBFb interaction inhibition | Q01196+Q13951 | Cerulean-Runt/Venus-CBFb FRET ratio 530/480, 1 h | inhibition, % at 20 µM | hit rate 0.46% among 220,000 | AID 1496;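 active means inhibition over about 50% at 20 µM in the single-dose screen, limit read from the data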;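 further: 0% = DMSO wells and 100% = excess unlabeled CBFb competitor control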
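Assay system: Cerulean-Runt domain / Medium: Tris 50 mM pH 7.5, KCl, K2SO4, 0.01% BSA / Timing: protein complex preformed 1 h, compound exposure 1 h, room temperature, dark / Measured by: FRET, excitation 422 nm, emission at 530 and 480 nm / Evaluation: loss of energy transfer signal / Control set: 5 µM unlabeled CBFb as full-inhibition high control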
Furin inhibitor = inhibitors of human furin. hit rate 0.061% among 220,000. inhibition, % at 30 µM. purified furin, fluorogenic substrate cleavage; in the data active means inhibition above about 25%; further: inactives centre near -15
EBV gp42 inh = blocks Epstein-Barr virus glycoprotein 42 binding; Fluorescence polarization binding assay, mP read-out; AID 1085; hit rate 0.42% among 220,000; Q1HVG2; inhibition, % (tested at 21.74 µM); in the data active means inhibition above about 50%
p97 ATPase inh = blocks human p97 ATPase activity; P55072; hit rate 0.42% among 220,000; inhibition, % at 8 µM; recombinant p97 ATPase, Kinase-Glo ATP luminescence, 3 h; in the data active means inhibition above about 15%;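 further: 0% = DMSO vehicle and 100% = wells lacking enzyme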
NCF1 inh = blocks human p47phox regulatory protein of NADPH oxidases | inhibition, % at 24.7 µM | P14598 | AID 1274 | p47phox/p22phox peptide binding, fluorescence polarization, 2 h | hit rate 0.53% among 220,000;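 active means inhibition above about 30%, limit read from the data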;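 further: 0% = p47phox with labelled peptide and 100% = labelled peptide alone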
The depositor's hits bear a star; i = inactive; . = no result given; [ ] = remark or other dose. Rows were taken by chance; about 2.7% have a hit in one of these screens.

SMILES	Tb hexokinase	RBBP9 inh	m-calpain inh	Runt-SMMHC FRET	Runt-CBFb FRET	Furin inhibitor	EBV gp42 inh	p97 ATPase inh	NCF1 inh
Cc1ccc2c(c1)C1CN(C)CCC1N2C(=S)NC(=O)c1ccc(Br)cc1 (stereo not drawn)	-18	-11	-26	4	10	-18	-21	4	-11
CC12CCC(C(=O)N(CCCCN3CCN(Cc4ccccc4)CC3)C1=O)C2(C)C (stereo not drawn)	1	-5	-11	2	1	-22	-18	7	-12
Cc1cc(C)nc(SCC(=O)N/N=C/c2cccn2-c2ccc(O)cc2)n1	-36	-8	-4	0	-4	-9[20 µM]	-24	0	-10
CCOC(=O)C1=C(C)NC(=O)C(C(N)=O)C1c1ccccc1 (stereo not drawn)	-3	0	.	2	-2	-16	.	11	.
COCCNC(=O)c1cnn2c(C(F)(F)F)cc(-c3ccc(C)cc3)nc12	-13	-6	-363	1	12	-17	-23	9	-7
FC(F)(F)COc1nc(N/N=C/c2cccnc2)nc(N2CCCCC2c2ccccn2)n1 (stereo not drawn)	-9	5	-8	1	-2	-20	1	3	-2
CCc1ccc(-c2cc(C(=O)Nc3c(C)n(C)n(-c4ccccc4)c3=O)c3ccccc3n2)s1	-11	-9	-238	5	-3	-1[20 µM]	0	4	-15
CSc1oc(-c2ccco2)nc1S(=O)(=O)c1ccc(Br)cc1	-7	-6	-31	2	4	-19	7	-1	-26
COc1ccc(CC(=O)Nc2ccc(S(=O)(=O)N(C)C)cc2)cc1OC	1	-8	1	1	-2	-27[20 µM]	2	1	-4
COc1ccc(C(=O)Nc2ccc3oc(-c4cccc(F)c4)nc3c2)cc1OC	-2	.	-46	-7	1	-18	-15	.	6
CCOC(=O)C1=C(O)/C(=C/N(C)C)N=C1C	-21	4	-24	-10	-2	-15	-14	3	-16
Cc1csc(N/N=C\c2cccnc2)n1	-24	7	-16	5	10	-7	5	-1	4
Fc1ccc(Oc2ncccn2)c(F)c1	7	-9	10	-3	-2	-9	5	-6	-2
O=C(c1ccco1)N(Cc1ccc2c(c1)OCO2)Cc1cc2cc3c(cc2[nH]c1=O)OCO3	-12	2	-28	-6	10	-13	1	2	7
NS(=O)(=O)c1ccc(NC(=O)Nc2ccccc2)cc1	-5	1	19	-3	2	-15	-20	7	5
Cc1ccc(Cl)c(NC(=O)COC(=O)CNS(=O)(=O)/C=C/c2ccccc2)c1Cl	4	-4	-7	-3	-1	-32	-14	5	-28
Cc1cc(C)cc(OC2CCCCC2NS(=O)(=O)c2ccccc2)c1 (stereo not drawn)	3	-4	14	2	-3	-23	12	-1	-8
O=C(CCS(=O)(=O)Cc1ccccc1)Nc1ccc2c(c1)OCCO2	-2	-7	-23	-1	0	-9	-13	0	-6
CCCCNC(C(=O)Nc1ccc(Cl)c([N+](=O)[O-])c1)c1ccccc1 (stereo not drawn)	-3	-9	2	3	2	-20	-4	-1	3
NC(=O)NC(CC(=O)NCCCc1ccccc1)c1ccc(Cl)cc1 (stereo not drawn)	-8	2	-11	-3	-1	-15	-9	-1	-10
COCCNS(=O)(=O)c1ccc2c(c1)oc(=O)c1cc(S(=O)(=O)NCCOC)ccc12	-4	3	2	0	0	-9	4	1	-7
COc1ccc(NCC(=O)n2c(C)c(C)c3ccccc32)cc1	2	-6	6	-2	0	-22	-19	4	-4
C=C1C(=O)[C@@]23[C@H](O)C[C@@H]4C(C)(C)CC[C@H](O)[C@@]4(C)[C@@H]2CC[C@@H]1[C@H]3O	-1	-8	-20	-9	-10	-11	3	4	-1
Cc1c(Br)c(C(=O)NCc2cc3cc(Cl)ccc3[nH]2)nn1C	-2	-4	3	-2	-2	-30	-4	1	-30

Shown with the structure last: entries from further up.
Tb hexokinase	RBBP9 inh	m-calpain inh	Runt-SMMHC FRET	Runt-CBFb FRET	Furin inhibitor	EBV gp42 inh	p97 ATPase inh	NCF1 inh	compound
-1	-8	-20	-9	-10	-11	3	4	-1	C=C1C(=O)[C@@]23[C@H](O)C[C@@H]4C(C)(C)CC[C@H](O)[C@@]4(C)[C@@H]2CC[C@@H]1[C@H]3O
-8	2	-11	-3	-1	-15	-9	-1	-10	NC(=O)NC(CC(=O)NCCCc1ccccc1)c1ccc(Cl)cc1 (stereo not drawn)
-3	-9	2	3	2	-20	-4	-1	3	CCCCNC(C(=O)Nc1ccc(Cl)c([N+](=O)[O-])c1)c1ccccc1 (stereo not drawn)
-2	-4	3	-2	-2	-30	-4	1	-30	Cc1c(Br)c(C(=O)NCc2cc3cc(Cl)ccc3[nH]2)nn1C
4	-4	-7	-3	-1	-32	-14	5	-28	Cc1ccc(Cl)c(NC(=O)COC(=O)CNS(=O)(=O)/C=C/c2ccccc2)c1Cl

Additional compounds follow.
SMILES	Tb hexokinase	RBBP9 inh	m-calpain inh	Runt-SMMHC FRET	Runt-CBFb FRET	Furin inhibitor	EBV gp42 inh	p97 ATPase inh	NCF1 inh
COc1ccc(CCNC(=O)c2cccnc2SC)cc1	0	-9	16	1	-2	-18	-7	-4	7
O=C(Nc1nc2cc3c(cc2s1)OCCO3)c1cccs1	-36	-4	-15	1	2	-7	-7	-1	-11
CC1(C)N=C(N)NC(Nc2ccccc2Cl)=N1	3	-6	-26	-2	0	-15	-10	7	-6
CC(C)(C)OC(=O)N[C@@H](Cc1ccccc1)c1nnc(S(=O)(=O)Cc2cccc(F)c2)o1	6	-5	-28	1	2	-7	-11	0	-12
O=c1cc(C(F)(F)F)[nH]c2ccc(OC(F)(F)F)cc12	-17	-2	-37	2	-2	-15	-5	5	-6
COn1c(-c2ccc(Cl)cc2)nc2ccc(Cl)cc21	0	-7	-12	-3	6	-19	-6	-2	-13
CC(=O)N(Cc1cc2c(C)cc(C)cc2[nH]c1=O)C1CCCCC1	-15	-3	-15	2	-7	-19	-7	2	-2
O=C(COC(=O)c1cccnc1Cl)NCc1ccc2c(c1)OCO2	-2	1	0	0	2	-20	-20	4	-29
O=C(NC(=S)N1CCN(Cc2ccccc2)CC1)c1ccco1	-12	-4	-16	1	3	-29	-1	1	0
N/C(=N\OC(=O)CSc1ccccc1)c1cccc([N+](=O)[O-])c1	31	5	9	-2	-1	-17	-22	2	0
CCOc1ccc(N2C(=O)/C(=C\c3ccc(OC)c(O)c3)S(=O)(=O)C2c2cccc([N+](=O)[O-])c2)cc1 (stereo not drawn)	-19	0	-123	-13	-4	-21	-3	1	6
CCOC(=O)c1cnn(-c2nc(-c3ccccc3)nc3c2COC(C)(C)C3)c1N	-3	-5	10	-6	2	-10	-2	0	5
Fc1ccc2[nH]c3c(N4CCN(Cc5ccc6c(c5)OCO6)CC4)ncnc3c2c1	-23	-13	.	1	-2	-6[20 µM]	.	-2	.
Cc1cc(=O)oc2cc(OCC(=O)NCC3CCCO3)ccc12 (stereo not drawn)	-12	-5	-46	-3	1	-20	-11	-1	-5
Cc1ccc(C)n1-c1ccc(C(=O)NCC2CCCO2)cc1 (stereo not drawn)	-10	-1	-86	3	0	-13	-22	6	-13
CN1CCN(C(=O)Cn2c(C(F)(F)F)nc3ccccc32)CC1	20	-4	1	-1	-1	-17[20 µM]	-15	3	-3
O=C1/C(=N\O)Cc2ccccc21	-9	9	12	-4	2	-8[20 µM]	-15	4	-12
CCCc1cc(NCc2ccccn2)n2c(nc3ccccc32)c1C#N	-3	-6	i	32	9	-29	9	3	-5
COc1ccc(CCN(C)CCCN2CC(c3ccccc3)CC2=O)cc1OC (stereo not drawn)	-1	0	-18	-4	0	-35	-27	6	-2
Cc1cccc(-c2noc(CCC(=O)Nc3ccccc3)n2)c1	-3	-1	18	-4	0	1[20 µM]	-18	-5	-17
CCc1nc(N2CCOCC2)c(C#N)c2c1CCCC2	-7	4	-184	-2	-2	-8[20 µM]	-14	-1	-9
Cc1ccc(NCc2nnc(SCC(=O)Nc3cccc(O)c3)n2CC2CCCO2)c(C)c1 (stereo not drawn)	-4	3	-3	-2	-2	-5	-12	3	-2
CCN(CC)C(=O)Cn1c(=O)oc2ccccc21	-6	-2	-20	2	2	-23	-21	4	-5
COc1ccc(OC)c(NC(=O)CSc2ccccc2)c1	-6	-4	-16	1	0	6[20 µM]	-4	5	-16
COc1ccc(CNC(=O)c2ccc(NC(=O)CC3SC(N4CCCCC4)=NC3=O)cc2)cc1 (stereo not drawn)	-1	7	-10	-1	-1	-17[20 µM]	-1	2	-8
Cc1ccc(OCc2nnc(SCC(=O)c3cccc([N+](=O)[O-])c3)n2C)cc1	8	-2	46	-7	-5	-13[20 µM]	3	0	8
CCN(CC)C(=O)Nc1c(C)n(C)n(-c2ccccc2)c1=O	2	-6	-22	-2	0	-12[20 µM]	-6	1	6
N/C(Cn1cncn1)=N\NC(=O)C(=O)Nc1ccc(Cl)cc1Cl	-1	3	9	4	2	-12	6	1	7
COc1ccc(OC)c(/C=C/C(=O)N(C)CC(=O)Nc2ccc(C)cc2)c1	-10	6	-422	-5	-3	-25	-23	4	-5
CCC(C)N(C)Cc1cccc(C2(O)CCN(S(=O)(=O)c3ccc(F)c(C)c3)CC2)c1 (stereo not drawn)	1	-1	22	3	-4	-9	-2	-7	7
Cc1ccc(S(=O)(=O)CCc2ccccn2)cc1	7	-7	-9	-8	0	-13[20 µM]	-18	3	2
CC(C)NC(=O)CSc1nc(-c2ccccc2)cs1	2	-5	21	4	-2	-16	1	-4	-3
CC(C)OC(=O)c1cc(NC(=O)C2C3CCC(O3)C2C(=O)O)cc(C(=O)OC(C)C)c1 (stereo not drawn)	2	-6	13	0	-2	-19[20 µM]	-12	0	2
CC(=O)NC(CC(=O)NC1CCCCCC1)c1ccccc1 (stereo not drawn)	39	4	-4	1	0	-17	-48	3	-6
CC(C)(CC(=O)O)Cc1nc(-c2ccc(Cl)cc2)no1	5	-4	-10	-1	3	-1	-11	19*	-16
O=C(Nc1nccs1)c1ccc(-c2ccc([N+](=O)[O-])cc2)o1	-7	-7	-101	-184	-56	-9	-37	-3	-22
Nc1ccc(C(=O)OCc2csc(-c3ccccc3)n2)cc1[N+](=O)[O-]	-10	-7	-15	-66	-16	-18	-6	1	-1
Fc1ccc(OCCCCCCN2CCCC2)cc1	-4	-8	-10	0	-3	-13[20 µM]	-1	1	-8
CCC(Sc1nc2ccccc2o1)C(=O)Nc1nnc(C)s1 (stereo not drawn)	37	-8	30	2	-2	-2	1	-1	0
Cn1c(=O)c2c(nc(CN3CCOCC3)n2CCc2ccccc2)n(C)c1=O	2	7	-21	1	-1	-27	-22	5	-2
C=CCCC(=O)Nc1nc(C)c(-c2csc(Nc3cccc(OC)c3)n2)s1	-10	-6	-25	-8	2	-18[20 µM]	-13	7	-29
CC(C)N(C(=O)NC(=O)Nc1ccc(S(=O)(=O)N2CCCC2)cc1)S(C)(=O)=O	-2	-7	-7	0	1	-17	-10	2	3
C=CCN(c1ccc(C(=O)NC(C)C)cc1)S(C)(=O)=O	0	-4	-5	-6	0	-14[20 µM]	-17	3	7
CCOC(=O)c1sc2cccc(F)c2c1N	-3	-12	-220	-2	2	-14[20 µM]	9	-1	-6
COc1ccccc1CNC(=O)C1CCC(CNc2c(N3CCCCC3)c(=O)c2=O)CC1 (stereo not drawn)	-1	-9	2	-1	1	-18	-17	-1	-2
Cc1c(C(=O)N2CCN(c3ccccn3)CC2)sc2ncnc(N3CCOCC3)c12	-6	-4	13	2	1	-23[20 µM]	-10	1	0
